SENP8 block-1: inhibitors of human SENP8 protease; purified SENP8, Z-RLRGG-aminoluciferin cleavage, luminescence; Q96LD8; actives 1.2% (n = 330,000); AID 2540; inhibition, % at 10 µM; in the data active means inhibition above about 50%
Target sequence (Q96LD8 whole entry, looked up): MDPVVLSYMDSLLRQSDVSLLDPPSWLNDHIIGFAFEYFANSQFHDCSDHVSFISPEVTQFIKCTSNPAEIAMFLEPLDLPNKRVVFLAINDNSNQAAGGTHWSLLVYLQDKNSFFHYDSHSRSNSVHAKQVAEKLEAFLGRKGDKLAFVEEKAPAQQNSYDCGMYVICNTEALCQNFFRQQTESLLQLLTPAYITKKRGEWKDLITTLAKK
SENP8 block-2: blocks human SENP8 cleavage of Nedd8 substrate; Q96LD8; recombinant SENP8, Nedd8 substrate fluorescence; inhibition, % at 20 µM; actives 0.64% (n = 360,000); AID 602440; in the data active means inhibition mostly above about 40%, no sharp cut-off; inactive means mostly below about 27%
HKDC1 inh: blocks human hexokinase HKDC1 activity. Q2TB90. recombinant HKDC1, G6PDH/diaphorase resazurin coupled fluorescence. actives 0.16% (n = 340,000). AID 493160. inhibition, % at 20 µM;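 active means inhibition above about 35% when tested at 20 µM, limit read from the data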;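 further: plate controls were DMSO wells with enzyme for no effect and DMSO wells lacking enzyme for full effect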
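Test system: HK5 enzyme. Quantity: 5 µg/mL HK5 final. Reagent: glucose and ATP substrates. Schedule: 90 min reaction incubation at room temperature, dark. Technique: resazurin-to-resorufin fluorescence via G6PDH and diaphorase coupling, 525/613 nm. Control set: DMSO wells with and without enzyme mix.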
SENP7 inh: SENP7 protease inhibition. inhibition, % at 5 µM. Q9BQF6. AID 434973. actives 1.5% (n = 330,000). recombinant SENP7, Z-RLRGG-aminoluciferin luminescence, 40 min;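 active means inhibition above about 50% at the single test dose, limit read from the data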;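 further: plate controls were DMSO with enzyme for no effect and no enzyme buffer wells for full effect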
Target sequence (Q9BQF6 706-1050 limits assumed): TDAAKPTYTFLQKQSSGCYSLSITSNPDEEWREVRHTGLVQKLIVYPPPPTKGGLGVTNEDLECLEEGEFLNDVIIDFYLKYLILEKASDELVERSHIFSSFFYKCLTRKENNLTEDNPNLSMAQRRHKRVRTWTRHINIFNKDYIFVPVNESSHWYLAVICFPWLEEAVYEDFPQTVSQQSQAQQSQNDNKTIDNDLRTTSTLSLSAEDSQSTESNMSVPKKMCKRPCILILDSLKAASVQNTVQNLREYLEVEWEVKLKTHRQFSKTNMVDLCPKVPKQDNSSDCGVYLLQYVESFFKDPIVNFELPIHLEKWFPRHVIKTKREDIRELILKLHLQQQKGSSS
SENP1 FRET inh: blocks the human SENP1 SUMO protease catalytic domain; recombinant SENP1 catalytic domain, CyPet-SUMO1-YPet FRET cleavage; AID 624204; inhibition, % at 10 µM; Q9P0U3; actives 0.21% (n = 360,000);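 active means inhibition at least 30% at 10 µM, raw YFP signal under a set limit, fluorescence ratio 0.5 to 1.5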;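 further: 0% = enzyme with DMSO and 100% = no enzyme wells; some results filed as inactive read as strong as hits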
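Controls: no-enzyme wells low, DMSO-plus-enzyme wells high control. Test system: human recombinant His6-tagged SENP1 catalytic domain enzyme. Reagent: SFCypet-SUMO1-SFYpet FRET protein substrate, 25 nM final. Doses: one dose per compound, 10 µM, 0.5% DMSO. Detection: FRET, CFP and YFP emission. Timing: 50 min reaction at room temperature.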
Apaf-1 inh: blocks human Apaf-1 apoptosome activity; O14727; AID 489030; actives 0.71% (n = 330,000); inhibition, % at 20 µM; reconstituted apoptosome caspase-3 activity, DEVD-Rh110 fluorescence; active means inhibition of at least 40% at 20 µM;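 further: plate controls were DMSO wells for no effect and DEVD-CHO caspase inhibitor wells for full effect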
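Material: reconstituted apoptosome with Apaf-1, cytochrome c, caspase-9, procaspase-3, dATP. Technique: Rh110 fluorescence intensity. Buffer or medium: pH 7.5 Hepes buffer with CHAPS, BSA, DTT. Times: 30 min plus 50 min, RT.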
SENP6 block: inhibitors of human SENP6 protease | Q9GZR1 | Recombinant SENP6 catalytic domain, aminoluciferin luminescence | inhibition, % at 10 µM | actives 1.8% (n = 330,000) | AID 2599;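 active means inhibition above about 50% at the single tested dose, limit read from the data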;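 further: plate controls were DMSO wells with enzyme for no effect and DMSO wells lacking enzyme for full effect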
Target sequence (Q9GZR1 628-1112 limits assumed): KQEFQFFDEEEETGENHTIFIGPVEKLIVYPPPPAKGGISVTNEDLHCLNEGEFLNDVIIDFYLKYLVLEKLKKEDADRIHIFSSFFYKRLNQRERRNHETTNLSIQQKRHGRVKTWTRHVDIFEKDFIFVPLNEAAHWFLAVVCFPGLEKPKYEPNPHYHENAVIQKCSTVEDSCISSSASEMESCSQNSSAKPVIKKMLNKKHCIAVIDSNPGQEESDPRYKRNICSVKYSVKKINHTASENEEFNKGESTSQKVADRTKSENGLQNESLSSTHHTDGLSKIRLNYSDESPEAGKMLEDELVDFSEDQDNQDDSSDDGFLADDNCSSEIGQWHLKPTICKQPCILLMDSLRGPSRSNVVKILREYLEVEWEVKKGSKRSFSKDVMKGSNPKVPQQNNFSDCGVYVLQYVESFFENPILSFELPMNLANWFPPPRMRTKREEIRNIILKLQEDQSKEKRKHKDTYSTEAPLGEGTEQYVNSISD
PfG6PD inh: PfG6PD (Plasmodium falciparum) enzyme inhibition | PfGluPho enzyme, NADPH resazurin-diaphorase fluorescence | inhibition, % at 20 µM | actives 0.78% (n = 350,000) | AID 504690;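 active means inhibition reaching at least a set limit at 20 µM in the primary screen, cut at about 59% in these data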;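 further: 0% = DMSO wells with substrate and 100% = DMSO wells lacking glucose-6-phosphate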
Numbers without * were called inactive; x = no result given.

SMILES	SENP8 block-1	SENP8 block-2	HKDC1 inh	SENP7 inh	SENP1 FRET inh	Apaf-1 inh	SENP6 block	PfG6PD inh
Nc1nc(NC(=O)C(Cl)(Cl)Cl)nn1-c1ccccc1	5	19	-8	-5	2	-1	-4	-10
CC(=O)Nc1ccc(S(=O)(=O)Nc2cc(S(=O)(=O)N3CCCCC3)ccc2O)cc1	-9	5	1	-4	1	4	-15	-25
COc1cccc(CC(=O)Nc2nc(-c3cc(OC)ccc3OC)cs2)c1	-6	2	14	-3	2	7	6	2
COCCn1c(SCC(=O)OCc2ccccc2)nc2c1c(=O)[nH]c(=O)n2C	-3	14	3	-8	-2	5	17	2
COc1ccc(C(=O)NCCCc2ccccc2)cc1OC	-7	8	-7	-16	-1	-6	-19	8
c1ccc(CCn2nnnc2C(c2cccnc2)N2CCOCC2)cc1 (stereo not drawn)	2	7	-10	0	1	-12	2	-36
CCOc1ccc2nc(N3C(=O)C(O)=C(C(=O)c4ccco4)C3c3ccco3)sc2c1 (stereo not drawn)	44	-72	10	41	-40	8	43	16
O=C(COC(=O)/C=C/c1ccco1)NCc1ccc(Cl)cc1Cl	-10	5	2	-2	1	16	-20	11
C=CCNC(=O)CSc1nc2sccc2c(=O)n1-c1ccccc1	-2	2	-5	10	-6	-10	-4	1
CC(=O)c1ccccc1NC(=O)CSc1nc2ccccc2c(=O)n1CCCN1CCOCC1	-10	-8	1	-6	2	29	-15	5
O=C1Nc2cc(Cl)c(Cl)cc2N(O)N1c1ccccc1Cl	1	21	-11	-1	-1	0	7	1
CN(C)S(=O)(=O)c1ccc(N2CCCC2)c(C(=O)NNC(=O)COc2ccccc2F)c1	1	-48	2	0	0	4	0	-14
CC(C1CC1)N(Cc1ccccc1)C(=S)Nc1ccccc1Cl (stereo not drawn)	4	17	1	6	3	14	-1	8
COc1ccccc1CNC(=O)c1ccc(-c2ccccc2C(F)(F)F)o1	5	4	-1	-7	-4	26	11	-7
Cc1occc1-c1nnc(SCC(=O)N2CCN(c3ccc(F)cc3)CC2)n1C	8	17	0	4	0	-3	4	-6
CCN(CC)CCCNC(=O)Cn1ncn2cccc2c1=O	-13	15	-2	-9	0	-17	-7	-5
O=C(Nc1ccccn1)c1ccccc1	x	0	-6	x	-3	x	x	4
COc1ccc(C(=O)/C=C/Nc2ccc([N+](=O)[O-])cc2)cc1	-3	-68	-9	0	-24	-4	0	1
COc1ccc(C(=O)Cn2cnc3ccc(Cl)cc3c2=O)cc1F	1	5	-4	-3	-1	-1	4	9
COC(=O)c1ccc(C23CC4(C2)[C@H](CN(Cc2cccnc2)[C@@H]4c2ccccc2)C3c2ccc(C(F)(F)F)cc2)cc1 (stereo partly drawn)	-1	x	3	-1	x	22	-16	12
CC1(C)CC2(CC(C)(C(=O)CSc3nc4ccccc4s3)OC2=O)C(=O)O1 (stereo not drawn)	-1	9	-7	-5	1	0	-7	14
Cc1ccc(S(=O)(=O)NNC(=O)C2CCN(S(=O)(=O)c3ccc(C)cc3)CC2)cc1	3	-8	-3	7	2	6	-8	4
COc1cc(C2c3[nH]c4ccccc4c3C[C@H]3C(=O)N(CCO)CC(=O)N23)cc(OC)c1OC (stereo partly drawn)	-2	5	-4	0	-3	-4	-2	-2
CCOC(=O)c1ccc(Oc2nc(N(C)C)nc(N3CCOCC3)n2)cc1	-11	6	-15	-11	1	9	-8	6
CS(=O)(=O)N1CCc2cc(C(=O)Nc3ccc(O)cc3)ccc21	2	19	9	-2	2	-35	19	-11

Exported with bars between the fields: entries from further up
Structure | SENP8 block-1 | SENP8 block-2 | HKDC1 inh | SENP7 inh | SENP1 FRET inh | Apaf-1 inh | SENP6 block | PfG6PD inh
CC1(C)CC2(CC(C)(C(=O)CSc3nc4ccccc4s3)OC2=O)C(=O)O1 (stereo not drawn) | -1 | 9 | -7 | -5 | 1 | 0 | -7 | 14
Cc1ccc(S(=O)(=O)NNC(=O)C2CCN(S(=O)(=O)c3ccc(C)cc3)CC2)cc1 | 3 | -8 | -3 | 7 | 2 | 6 | -8 | 4
COc1cc(C2c3[nH]c4ccccc4c3C[C@H]3C(=O)N(CCO)CC(=O)N23)cc(OC)c1OC (stereo partly drawn) | -2 | 5 | -4 | 0 | -3 | -4 | -2 | -2
CCOC(=O)c1ccc(Oc2nc(N(C)C)nc(N3CCOCC3)n2)cc1 | -11 | 6 | -15 | -11 | 1 | 9 | -8 | 6
CS(=O)(=O)N1CCc2cc(C(=O)Nc3ccc(O)cc3)ccc21 | 2 | 19 | 9 | -2 | 2 | -35 | 19 | -11

(list continues)
SMILES	SENP8 block-1	SENP8 block-2	HKDC1 inh	SENP7 inh	SENP1 FRET inh	Apaf-1 inh	SENP6 block	PfG6PD inh
COCCCNS(=O)(=O)c1cccc(S(=O)(=O)c2cccc(S(=O)(=O)NCCCOC)c2)c1	6	6	-2	-1	1	2	9	-11
CCOC(=O)C1CCN(C(=O)c2ccc3c(c2)OCCO3)CC1	13	9	-2	2	1	-7	-9	8
CN(Cc1ccccc1)C(=O)c1ccc(NC(=O)Cc2ccc(NC(=O)C3CCN(C(=O)C4CCCCC4)CC3)cc2)cc1	x	2	-3	x	-1	x	x	-3
Cn1c(=O)c2c(ncn2CC(=O)N/N=C/c2cn[nH]c2-c2ccc(F)cc2)n(C)c1=O	-5	13	-6	1	4	-1	-14	-3
O=C(/C=C/c1ccc(Cl)cc1Cl)c1cccnc1	-1	19	16	-9	2	12	-19	21
COc1ccc(C(c2nnnn2CS(=O)(=O)c2ccc(C)cc2)N2CCN(Cc3ccccc3)CC2)cc1 (stereo not drawn)	-11	16	0	-1	1	8	-16	9
CCOC(=O)C1=NS(=O)(=O)NC(C)=C1	x	-19	-5	-1	-6	10	x	-6
Cc1cccc(/C=N/NC(=O)c2cc(-c3cccnc3)nc3ccccc23)c1	1	2	2	0	2	-6	5	9
CCn1cnc2scc(-c3ccc(C)c(C)c3)c2c1=O	-1	-1	-5	3	2	-2	-6	-8
CC(C)(C(=O)c1ccccc1)/[N+]([O-])=C/c1ccc(Br)cc1	-10	5	2	-7	1	9	-4	11
COc1ccc(S(=O)(=O)N2CCCCCC2)cc1C(=O)N(C)Cc1cccc(OC)c1OC	-7	10	-3	10	-1	18	-10	1
COC(=O)CSc1[nH]c2ccc(F)cc2c1[N+](=O)[O-]	-7	-69	-6	-5	-74	-5	-23	8
Cc1ccc(C(=O)OCCN2CCN(c3ncc(C(F)(F)F)cc3Cl)CC2)cc1	-3	34	-1	1	1	29	-19	25
CC(C)OC(=O)c1cc2c(ccn2-c2ccc(F)cc2)n1CC(=O)N1CCN(C(=O)c2ccco2)CC1	-14	-349	-3	-5	0	16	-19	1
CC(C)CC(=O)NN1CCCCC1	-6	18	-3	-8	0	-3	-15	4
COc1cc(OC)cc(OC(=O)c2cccc(S(=O)(=O)N3CCN(C)CC3)c2)c1	1	12	-1	-4	2	5	5	6
CN(CC(=O)Nc1ccccc1C(F)(F)F)C(=O)C1CCN(C(=O)c2ccc(Cl)cc2)CC1	7	7	-5	4	-8	-6	5	-17
CCCCN=C1NN=C(c2cccc([N+](=O)[O-])c2)CS1	-6	11	-5	7	1	9	-3	-8
Cc1cccc(NC(=O)CSc2cccc3cccnc23)c1	2	-467	-5	0	1	1	0	7
CCOC(=O)N1CCN(C(=O)CN(c2ccc(OC)cc2)S(C)(=O)=O)CC1	4	11	1	-5	-2	-10	-17	13
Cc1ccc(S(=O)(=O)N2[C@@H](c3ccc(C(C)(C)C)cc3)C(C(=O)O)=CC[C@H]2c2ccc(Cl)c(Cl)c2)cc1	22	9	17	7	-1	27	0	-31
O=C(CNS(=O)(=O)c1cccs1)N1CCCC1	3	14	-4	9	1	-20	4	-16
Cc1nc(SCC(=O)Nc2ccc(OCc3ccccc3)cc2)n[nH]1	10	2	-1	22	2	12	20	-5
Cc1ccc(-n2nnc3c(=O)n(CC(=O)OCc4ccccc4)cnc32)cc1	11	26	2	-4	3	-8	2	-1
CC1Cn2c(nc3sc4c(c3c2=O)CCC4)N1CCO (stereo not drawn)	9	-188	5	-4	8	2	16	1
SMILES	SENP8 block-1	SENP8 block-2	HKDC1 inh	SENP7 inh	SENP1 FRET inh	Apaf-1 inh	SENP6 block	PfG6PD inh
CCOC(=O)c1[nH]c(C)c(C(=O)N2CCN(c3ccccc3)CC2)c1C	1	2	-5	8	-2	-17	4	8
CC(C)(C)OC(=O)C[C@@H]1C/C=C\C[C@@H](CC(=O)NCCO)C(=O)NC[C@H](c2ccccc2)OC1=O	-1	5	-9	2	1	4	-9	0
CC(NC(=O)CCn1c(=S)[nH]c2ccsc2c1=O)c1ccccc1 (stereo not drawn)	-4	18	0	2	2	4	-11	-2
CCC(=O)Oc1ccc(C(=O)Nc2ccc([N+](=O)[O-])cc2)cc1	3	30	1	-3	0	3	-12	-13
COc1ccc(OC)c(NC(=S)N2CCCC2)c1	-3	11	0	2	3	-25	-2	8
Cc1c(C(C)C)c(=O)n(-c2ccc(S(=O)(=O)NC3CC3)cc2)n1C	-4	3	-8	6	0	0	-14	6
Cc1nc2ncnn2c(C)c1CCC(=O)NCc1ccc2c(c1)OCO2	2	19	-7	6	1	-9	6	-12
O=C(Cn1ncc2c3ccccc3n(Cc3ccccc3F)c2c1=O)NC1CC1	0	-10	-7	-3	-1	-2	1	-8
O=C(NCc1ccccc1)C(=O)NCC1CCCN1S(=O)(=O)c1cccs1 (stereo not drawn)	-1	-29	-2	1	-7	6	-3	-2
[O-]/C(=C(\C(=S)NCc1ccccc1)[n+]1ccccc1)c1ccc(Cl)cc1	-2	-24	-7	2	-14	9	10	20
CCN(CC(=O)Nc1c(F)cccc1F)C(=O)c1cc(S(=O)(=O)N2CCOCC2)ccc1N1CCCC1	-5	-1	7	6	0	0	-3	-5
CCn1c(SCC(=O)N2CCCCCC2)nc2c(c1=O)SCC2	5	0	-2	-7	-1	4	10	-25
Cc1ccccc1N=CC1=C(O)c2ccccc2C1=O	93*	40*	3	102*	3	-2	98*	-1
COc1cc(C2NC(=S)NC(c3ccccc3)=C2C(C)=O)cc(Cl)c1OCC(=O)O (stereo not drawn)	-1	7	15	-7	-2	-8	1	-9
O=C(CCN1CCOCC1)NNC(=O)c1ccc([N+](=O)[O-])cc1[N+](=O)[O-]	-7	28	-6	1	1	-4	0	17
CCCCNC(=O)NS(=O)(=O)c1ccc(C(=O)OC)o1	-1	11	-2	-4	2	-13	-24	0
CCOC(=O)[C@@H]1[C@H]2COc3ccccc3[C@H]2N2C(=O)N(c3ccc(C)cc3)C(=O)[C@]12C	-3	7	-5	-2	0	16	-6	-7
CCC(C)NC(=O)C(NS(=O)(=O)c1cccc2nsnc12)c1ccccc1 (stereo not drawn)	-2	9	-5	0	3	1	-1	-2
O=C1C=C(c2cccc3c2sc2ccccc23)C[C@@H](c2ccc(Cl)cc2)C1	-3	-73	2	-16	1	18	4	6
Cc1nn(CCO)c(C)c1Oc1ccccc1O	8	35	3	0	-3	0	-5	0
Cc1cccc(OCc2nnc(NC(=O)c3cccs3)s2)c1	0	-2	-7	9	-1	-8	-5	0
Cc1noc(C)c1CSCC(=O)Nc1nc2ccc(Oc3ccccc3)cc2s1	1	-1	7	8	-2	21	15	0
CCc1cccc2c(C(=O)C(NC(C)CC)c3ccccc3)c[nH]c12 (stereo not drawn)	5	13	3	-2	1	5	4	3
CCOC(=O)C(C)Sc1ccc2nnc(CCNS(=O)(=O)c3ccc(C)cc3)n2n1 (stereo not drawn)	-6	-39	6	-10	0	3	-20	-18
c1ccc(-c2cn3ccccc3n2)cc1	x	-442	-2	x	-2	x	x	7

Screening data deposited in PubChem by Sanford-Burnham Center for Chemical Genomics.
